Assay outcomes from PubChem.
MC4R barr agon = MC4R agonists recruiting beta-arrestin, primary screen, cell-based, luminescence, agonist arm of biased-ligand search. Melanocortin receptor 4 (Homo sapiens), P32245. U2OS MC4R beta-arrestin complementation; percent of melanotan II response, DMSO zero. activation, % at 8.9 µM. 360,000 tested, 0.98% active. AID 540308, 2011;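 active = activation above a per-plate cutoff, the mean activation of sample wells on that plate plus 3 SD, cut at about 8% in these data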
Target sequence (P32245 whole entry, looked up): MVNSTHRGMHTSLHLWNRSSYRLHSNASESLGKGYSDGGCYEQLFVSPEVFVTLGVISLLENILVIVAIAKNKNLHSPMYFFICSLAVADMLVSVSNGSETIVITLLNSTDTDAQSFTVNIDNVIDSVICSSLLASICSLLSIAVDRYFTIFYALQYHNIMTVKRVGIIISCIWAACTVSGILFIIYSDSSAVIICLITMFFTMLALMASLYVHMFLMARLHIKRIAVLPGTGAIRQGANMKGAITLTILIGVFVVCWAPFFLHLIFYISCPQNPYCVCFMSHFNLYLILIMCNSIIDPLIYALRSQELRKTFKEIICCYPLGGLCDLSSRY
iPSC survival up = enhancers of single-cell hiPSC survival, primary screen, ATPlite luminescence | 360,000 tested, 0.044% active | survival enhancement, % at 20 µM | 100% = ROCK inhibitor wells, 0% = DMSO; in the data active = survival enhancement above about 18%;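 note: cells exposed to compounds for 16 hours before the ATP read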
aDG glyco act = activators of alpha-DG glycosylation, primary screen, uHTS, Pro5-aDG cells, AlphaScreen; activation, % at 10 µM; 360,000 tested, 0.22% active; alpha-DG glycosylation AlphaScreen (IIH6); 0% Pro5, 100% B10-LARGE cell signal;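 active = activation of at least 8% versus controls, or a plate z-score of at least 8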;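 note: Pro5 are CHO cells carrying HIG-tagged alpha-DG that lacks glycosylation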
Granule exo inh = LAMP-1 surface exposure blockers, TALL-104 cells – cell-based, flow cytometry, MLPCN library, primary screen. TALL-104 LAMP-1 surface exposure; cells stimulated with thapsigargin and PMA. inhibition, % at 10 µM. 360,000 tested, 0.66% active. AID 651702, 2012;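 active = inhibition above about 55%, limit read from the data; inconclusive = no clear call, values can overlap the other calls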
ABHD5-PLIN5 inh = ABHD5-PLIN5 interaction inhibitors, primary screen, cell lysate, split luciferase complementation, luminescence | Perilipin-5 (Homo sapiens) + 1-acylglycerol-3-phosphate O-acyltransferase ABHD5 (Homo … | Split G. princeps luciferase complementation, 4 h | inhibition, % at 4 µM | 360,000 tested, 0.78% active | AID 602281, 2012;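 active = inhibition above the mean inhibition across every tested compound plus 3 SD, cut at about 22% in these data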;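 note: 0% = DMSO only wells and the 100% control is not disclosed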
N-glyco inh = increase of ERlucT glycosylation luciferase signal, primary screen, N-linked glycosylation inhibitor project, D54 ERlucT cells, luminescence, set 2; reporter increase, % at 12.5 µM; AID 588692, 2011; 360,000 tested, 0.23% active; D54 ERlucT glycosylation luciferase reporter, 24 h; percent of 100 nM tunicamycin response;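 active = mean luciferase reporter signal, scaled so untreated is 0 and the glycosylation-blocking control 100, at or above a set limit in every replicate; inconclusive = mean reaches the limit but not every replicate does; inactive = mean below the limit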;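 note: luciferase carries N-glycosylation sites so blocking glycosylation raises the light; 0% = median of neutral control wells and 100% = median of 100 nM tunicamycin wells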
ABCB6 inh MLPCN = ABCB6 transporter inhibitors, primary screen, K562-ABCB6 cells, flow cytometry, MLPCN library | AID 602162, 2011 | fluorescence ratio to DMSO, % at 10 µM | K562-ABCB6 porphyrin accumulation, 1 h; stronger effect = lower value | ATP-binding cassette sub-family B member 6 (Homo sapiens), Q9NP58 | 360,000 tested, 0.19% active;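 active = fluorescence ratio to DMSO below 75%, the collection mean minus 3 SD; inconclusive = too few cells collected in the well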;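 note: signal is porphyrin accumulated inside mitochondria; 100% equals median channel fluorescence of DMSO control wells; lower ratio means ABCB6 inhibition with less porphyrin fluorescence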
Cardio protect = cardioprotection against H2O2-induced cell death, primary screen, uHTS, H9c2 cells, ATPLite luminescence | 360,000 tested, 0.63% active | protection from H2O2 cell death, % at 20 µM | H9c2 cardiomyocytes, H2O2 injury protection, 2 h;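 active = compounds giving at least 50% protection of heart cells from peroxide-induced death in the single-dose screen, raw or plate-pattern-corrected value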;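 note: 0% = DMSO wells with peroxide and 100% = DMSO wells without peroxide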
MC4R antagonist = MC4R antagonists of cAMP signaling, primary screen, cell-based, TR-FRET, antagonist arm of biased-ligand search | Melanocortin receptor 4 (Homo sapiens), P32245 | MC4R-expressing cells, MTII-stimulated cAMP, LANCE TR-FRET | inhibition, % at 6.5 µM | 360,000 tested, 0.48% active;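 active = inhibition above its plate's cutoff, the mean of tested wells on that plate plus 3 SD, cut at about 29% in these data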;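 note: 0% = Melanotan II alone and 100% = Melanotan II plus saturating MCL0020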
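Assay system: U2OS cells stably expressing human melanocortin 4 receptor (MC4R) / Dosing: 6.5 µM / Timing: compound 30 min, challenge 1 h, detection 1 h / Measured by: Eu-cAMP/anti-cAMP TR-FRET, emission 671 nm / Replicates: singlicate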
m5-HT2A agonist = mouse Htr2a agonists via beta-arrestin recruitment, primary screen, cell-based, luminescence; 5-hydroxytryptamine receptor 2A (Mus musculus), P35363; CHO-K1 mHTR2A beta-arrestin complementation; percent of 30 µM serotonin response; activation, % at 7.6 µM; 360,000 tested, 0.66% active; AID 624169, 2012;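 active = activation above a run cutoff, the mean activation of all tested compounds plus 3 SD, cut at about 14% in these data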;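 note: 0% = plate median of compound wells and 100% = 30 µM serotonin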
Target sequence (P35363 whole entry, looked up): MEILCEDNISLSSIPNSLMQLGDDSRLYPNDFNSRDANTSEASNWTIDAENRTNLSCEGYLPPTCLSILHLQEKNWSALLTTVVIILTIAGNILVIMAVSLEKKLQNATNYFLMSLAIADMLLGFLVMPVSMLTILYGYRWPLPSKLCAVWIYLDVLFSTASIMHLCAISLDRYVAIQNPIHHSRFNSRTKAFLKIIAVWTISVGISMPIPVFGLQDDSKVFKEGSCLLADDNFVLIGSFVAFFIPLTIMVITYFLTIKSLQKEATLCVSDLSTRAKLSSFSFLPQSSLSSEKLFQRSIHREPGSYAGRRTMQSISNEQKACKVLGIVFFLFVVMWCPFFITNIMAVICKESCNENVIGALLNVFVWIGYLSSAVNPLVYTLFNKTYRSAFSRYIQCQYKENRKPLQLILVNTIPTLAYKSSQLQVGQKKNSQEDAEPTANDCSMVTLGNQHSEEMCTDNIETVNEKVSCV
Starred values were filed as active, the others as inactive; ? = inconclusive; . = no result given.

SMILES	MC4R barr agon	iPSC survival up	aDG glyco act	Granule exo inh	ABHD5-PLIN5 inh	N-glyco inh	ABCB6 inh MLPCN	Cardio protect	MC4R antagonist	m5-HT2A agonist
COc1cc2c(cc1OC)CN(C(=O)c1ccc(OC)c([N+](=O)[O-])c1)CC2	0.0	0.1	-0.2	21	-6	1	99	0	21	0
Cc1nn(C(C)C(=O)NCc2ccc(Cl)cc2)c(=O)c2cc3occc3n12 (stereo not drawn)	-1.9	-0.3	-0.3	1	6	2	94	-4	-3	3
CCOC(=O)c1c(S(=O)(=O)NCC(=O)Nc2cccc(C)c2C)c(C)n(C)c1C	-0.3	0.7	-0.1	-17	1	-2	100	-1	11	0
C[C@@H]1CCCCO[C@@H](CN(C)C(=O)c2ccccc2)[C@@H](C)CN([C@H](C)CO)C(=O)c2cc(N(C)C)ccc2O1	-0.6	-1.6	0.0	-3	-5	2	97	6	9	-2
Cc1ccc(O)c(N)c1	-1.2	-1.4	0.1	0	1	4	101	11	9	-1
CC(=O)N1CCN(S(=O)(=O)c2cccc(C(=O)NC3CCCC3)c2)CC1	-1.3	-1.8	0.0	-1	8	1	95	0	4	9
COc1ccc(/C=C(/C#N)C(=O)Nc2ccccc2C)cc1C(=O)O	2.5	2.2	0.2	0	0	4	102	-8	25	7
CCOC(=O)c1[nH]c2ccccc2c1NC(=O)CC(C)C	1.2	0.0	0.1	0	1	0	99	-8	-6	6
Nn1c(SCC(=O)Nc2ccc(OC(F)F)cc2)nnc(Cc2ccccc2)c1=O	1.4	0.6	0.4	8	-1	1	98	5	28	-1
O=C1NC[C@H](Cc2ccccc2)N(CC2CCN(CCC34CC5CC(CC(C5)C3)C4)CC2)C1=O	3.3	-3.6	0.1	-4	-3	2	106	5	-1	-9
CCOC(=O)N1CCN(Cc2nc3cc(NC(=O)c4ccco4)ccc3n2CC)CC1	-1.8	-0.5	0.4	-6	-3	1	99	9	-3	-4
Cc1ccc([C@@H]2CC=C(C(=O)O)CN2S(=O)(=O)c2ccc(C)cc2)cc1	1.3	-2.4	-0.1	-2	9	-1	104	4	12	1
CCOc1ccc(CCNC(=O)COC(=O)c2ccc[nH]c2=O)cc1OCC	-0.3	-0.4	-0.1	-3	5	1	96	2	0	2
CCn1c(C)nc2cc(C(=O)N/N=C/c3cccc(OC)c3O)ccc21	0.1	-0.5	1.0	0	5	-3	96	46	-6	6
COCCN(C(=O)C1CC1)c1nnc(-c2ccc(C)cc2)s1	-0.6	0.7	-0.1	-2	-1	-2	96	0	4	-3
CCOC(=O)c1ccc(NC(=O)c2n[nH]c(=O)c3ccccc23)cc1	-0.5	0.2	-0.1	-1	4	0	100	4	-3	-1
COc1cc(OC)cc(-c2nc(-c3ccc(Br)cc3)no2)c1	0.5	0.6	0.0	-2	-11	3	100	-10	19	3
CC(=O)N(C)c1ccc(NC(=O)Nc2cccc3ccccc23)cc1	0.9	-0.4	-0.3	?	3	7	97	-12	10	-2
O=C(c1cnn(-c2ccccc2)c1)c1ccccc1O	0.1	-1.2	0.2	0	-5	-9	85	-16	4	4
CN1C(=O)CC(Sc2ccccc2C(=O)O)C1=O (stereo not drawn)	-1.1	0.5	0.3	3	3	4	98	-3	10	-4
CC(=O)c1cc(NC(=O)c2ccc([N+](=O)[O-])cc2)c(=O)oc1C	-2.0	3.8	-0.3	25	4	1	94	8	16	-4
OCCNc1ncnc2c1cnn2Cc1ccccc1	-1.7	-0.3	0.1	-12	13	1	91	-1	9	2
N#Cc1c(N)nc(SCc2ccccc2)c(C#N)c1-c1ccco1	-0.2	-1.1	0.9	27	7	-2	99	-2	-30	15*
CS(=O)(=O)c1cc([N+](=O)[O-])c(Sc2nc3ccccc3[nH]2)c([N+](=O)[O-])c1	-5.2	1.7	1.4	8	48*	9	96	-19	24	-2
O=C1CC(/C=C/c2ccccc2)=Nc2ccccc2N1	0.2	-0.3	-0.6	0	-1	2	95	7	14	1
CCc1ccc(OCC(=O)N2CCc3ccccc32)cc1	0.7	-0.1	0.1	8	-8	-2	101	-20	10	-3
COc1cc(C2C(C#N)=C(N)Oc3cc(C)n(CC4CCCO4)c(=O)c32)cc2c1OCO2 (stereo not drawn)	-0.9	5.5	0.0	3	0	3	110	30	-1	-3
Cc1cccc(-c2nc3c(c(SCC(N)=O)n2)CCCC3)c1	-2.5	2.6	0.4	-1	8	0	116	1	7	0
CC1CN(C(=O)N[C@@H](Cc2ccccc2)C(=O)O)CC(C)O1 (stereo partly drawn)	1.1	-0.5	-0.1	-2	-9	1	100	5	11	1
O=C(CCn1nnc2ccccc21)Nc1nnc(-c2ccccc2F)s1	-0.8	0.9	0.0	0	1	4	100	-3	-2	1
CC1CCN(C(=O)CCCOc2cc(=O)n(C)c3ccccc23)CC1	-1.1	-1.4	0.0	-3	-2	14	100	-2	-2	3
COC(=O)c1c(N2C(=O)[C@H]3[C@@H](C2=O)[C@]2(C(=O)Nc4c(C)cccc42)N2CCC[C@@H]32)sc(C)c1C	-1.2	-0.9	0.2	4	7	-7	97	-6	-1	0
Cc1ccc(S(=O)(=O)N2CCOCC2)cc1NC(=O)COc1cccc(Oc2ccccc2)c1	-4.2	0.3	0.4	-10	-2	-4	97	-6	4	-2
COc1cc2c(cc1NC(=O)COC(=O)[C@@H](NC(=O)c1ccccc1F)C(C)C)oc1ccccc12	-1.9	1.4	0.6	0	-3	2	98	-6	23	-4
CCc1[nH]nc(C(=O)N2CCCC(C(=O)c3cccc(OC(C)C)c3)C2)c1C (stereo not drawn)	-1.6	-0.3	1.9	-2	-7	-2	101	-14	13	5
Cc1cnn(C(=O)Cn2nc(C(F)F)c(Br)c2C)c1	-0.3	0.0	-0.1	-1	11	1	93	-5	-1	2
CCOC1=C2[C@H](c3ccccc3)N(S(=O)(=O)c3ccc(C)cc3)C(C(C)(C)C)[C@H]2C(C#N)(C#N)C(C#N)(C#N)C1 (stereo partly drawn)	.	0.2	-0.1	47	12	19	97	-13	.	0
CC(C)N(C(=O)C1CC(=O)OC12CCCCC2)C(C)C (stereo not drawn)	2.8	0.2	0.2	3	3	-1	99	4	7	2
CN(CC(=O)Nc1ccc(F)cc1)C(=O)COC(=O)c1cc(Br)c(Br)s1	0.3	3.2	-0.2	10	-5	3	102	-4	4	8
COc1ccc(C23CC4CC(CC(C4)C2)C3)cc1C(=O)NCCN(C)C	-0.9	0.0	1.8	12	5	-4	103	-9	5	-7
CCC(Sc1nnnn1-c1ccccc1)C(=O)NC(C)c1ccccc1 (stereo not drawn)	-0.1	-1.3	0.1	1	1	-3	98	7	-4	3
O=C(O)c1cc(=O)c2cc(Cl)ccc2o1	-1.7	0.3	-0.3	0	-1	1	102	-4	8	11
Cc1ccc(/C=C2\SC(=S)N(CCCC(=O)NC3CCCC3)C2=O)cc1	-0.1	-0.4	0.9	1	9	-1	95	-5	2	8
CC(=O)c1c(C)[nH]c(C(=O)OCC(=O)Nc2cc(C(F)(F)F)ccc2N2CCOCC2)c1C	-1.7	-1.0	0.0	11	8	5	106	4	0	0
CCN(C(=O)c1cccnc1)c1ccccc1	0.5	2.7	0.3	-1	5	-1	96	4	1	7
CC(=O)Nc1ccc(S(=O)(=O)NNC(=O)COc2cccc(C)c2)cc1	-1.1	5.1	-0.2	0	-6	0	92	4	-2	10
O=c1c2nccnc2[nH]c(=S)n1Cc1ccccc1	-1.7	-0.3	0.0	3	-5	4	100	8	9	0
Cc1nc2ccccc2nc(C)c1=NOCc1cccc(F)c1	-2.1	-0.3	0.5	1	1	-12	93	-5	-1	0

Sorted by heavy-atom count (highest first): part of the list above.
SMILES	MC4R barr agon	iPSC survival up	aDG glyco act	Granule exo inh	ABHD5-PLIN5 inh	N-glyco inh	ABCB6 inh MLPCN	Cardio protect	MC4R antagonist	m5-HT2A agonist
CCOC1=C2[C@H](c3ccccc3)N(S(=O)(=O)c3ccc(C)cc3)C(C(C)(C)C)[C@H]2C(C#N)(C#N)C(C#N)(C#N)C1 (stereo partly drawn)	.	0.2	-0.1	47	12	19	97	-13	.	0
CC(=O)c1c(C)[nH]c(C(=O)OCC(=O)Nc2cc(C(F)(F)F)ccc2N2CCOCC2)c1C	-1.7	-1.0	0.0	11	8	5	106	4	0	0
CN(CC(=O)Nc1ccc(F)cc1)C(=O)COC(=O)c1cc(Br)c(Br)s1	0.3	3.2	-0.2	10	-5	3	102	-4	4	8
Cc1nc2ccccc2nc(C)c1=NOCc1cccc(F)c1	-2.1	-0.3	0.5	1	1	-12	93	-5	-1	0
CC(C)N(C(=O)C1CC(=O)OC12CCCCC2)C(C)C (stereo not drawn)	2.8	0.2	0.2	3	3	-1	99	4	7	2
Cc1cnn(C(=O)Cn2nc(C(F)F)c(Br)c2C)c1	-0.3	0.0	-0.1	-1	11	1	93	-5	-1	2
CCN(C(=O)c1cccnc1)c1ccccc1	0.5	2.7	0.3	-1	5	-1	96	4	1	7
O=C(O)c1cc(=O)c2cc(Cl)ccc2o1	-1.7	0.3	-0.3	0	-1	1	102	-4	8	11

(continued)
SMILES	MC4R barr agon	iPSC survival up	aDG glyco act	Granule exo inh	ABHD5-PLIN5 inh	N-glyco inh	ABCB6 inh MLPCN	Cardio protect	MC4R antagonist	m5-HT2A agonist
COc1ccc(CCNc2oc(-c3ccc(OC)c(OC)c3)nc2C#N)cc1	0.7	-1.6	0.5	-1	3	1	96	18	-1	-2
O=C(NC(=S)Nc1cccc2ncccc12)c1cccs1	-3.3	1.7	-0.2	-1	-2	-1	105	-8	21	-1
CC(=O)NC(c1ccc(F)c(F)c1)c1nc(-c2cccs2)cs1 (stereo not drawn)	-0.9	0.7	-0.3	1	-1	-1	96	-8	5	5
CCOC(=O)c1c(C)[nH]sc1=S	-0.8	-3.0	0.1	3	-4	1	90	-2	26	2

No enrichment for hits. Share with any hit: about 4.5%.
